# TRPM1 prom inh: inhibitors of MITF-dependent TRPM1 promoter reporter, primary screen, cell-based, SK-MEL-5, single point, luciferase | SK-MEL-5 TRPM1 promoter luciferase, 24 h | inhibition, % at 12.5 µM | hit rate 0.83% among 330,000 | AID 488899, 2010;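 active = mean inhibition across replicates of 60% or more, whatever share of single replicates reaches that level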; also: values of inactives mirror those of a sister screen read the other way
# EBV LMP1 NFkB: EBV LMP1-driven NF-kappaB luciferase reporter inhibitors, primary screen, cell-based, luminescence, single point. LMP1-induced NF-kappaB luciferase reporter cells. inhibition, % at 12.5 µM. hit rate 0.69% among 350,000. AID 504558, 2011; in the data active = inhibition above about 41%;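 also: 0% = neutral control wells and 100% = reference inhibitor control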
# CF NFkB inh: inhibitors of PAF-induced NF-kB signaling, primary screen, cell-based, GFP fluorescence, uHTS; inhibition, % at 5 µM; hit rate 0.86% among 360,000; KKLEB NF-kB-GFP reporter, GFP fluorescence overnight; AID 588850, 2011;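 active = at least 50% inhibition at 5 µM, scaled per plate between neutral and stimulator controls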;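 also: PAF is a Pseudomonas aeruginosa culture filtrate used as stimulus; plate controls were PAF-stimulated DMSO wells for no effect and unstimulated DMSO wells for full effect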
# NR2E3 ag-1: NR2E3 agonists in two-hybrid cells, primary screen, cell-based, luminescence, CHO-S, Gal4-NCOR/VP16-NR2E3 | luciferase | hit rate 0.35% among 360,000 | Photoreceptor-specific nuclear receptor (Homo sapiens), Q9Y5X4 | inhibition of corepressor binding, % at 3.98 µM | AID 602229, 2012;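 active = inhibition above the mean of all tested compounds plus 3 SD, cut at about 70% in these data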;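 also: 0% = DMSO with NR2E3 transfected cells and 100% = cells lacking NR2E3 construct; higher means lower luciferase signal from less NR2E3 corepressor binding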
# Target sequence (Q9Y5X4 whole entry, looked up, the tested form may be a part): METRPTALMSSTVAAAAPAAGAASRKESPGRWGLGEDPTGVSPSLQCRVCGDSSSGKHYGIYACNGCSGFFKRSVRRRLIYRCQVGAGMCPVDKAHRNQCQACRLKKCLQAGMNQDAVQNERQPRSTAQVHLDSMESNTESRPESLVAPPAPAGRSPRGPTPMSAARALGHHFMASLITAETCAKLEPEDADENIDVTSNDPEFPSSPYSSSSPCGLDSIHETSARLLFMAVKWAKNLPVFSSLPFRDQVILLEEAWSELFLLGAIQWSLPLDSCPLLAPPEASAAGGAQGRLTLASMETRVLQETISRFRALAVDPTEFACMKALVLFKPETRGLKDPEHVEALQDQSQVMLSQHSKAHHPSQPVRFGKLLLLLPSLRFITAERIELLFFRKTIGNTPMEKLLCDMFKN
# NR2E3 ag-2: inhibitors of NR2E3-RetCOR corepressor binding, primary screen, NR2E3 agonist project, biochemical, TR-FRET, GST-NR2E3, biotin-RetCOR; Photoreceptor-specific nuclear receptor (Homo sapiens), Q9Y5X4; hit rate 0.12% among 320,000; AID 2300, 2010; 1536-well; inhibition of corepressor binding, % at 4.78 µM;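 active = percent inhibition above the cutoff of mean plus 3 SD of all tested compounds, set per screening campaign, cut at about 20% in these data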;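 also: 0% = DMSO wells and 100% = biotin wells as full block of FRET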
#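 Material: NR2E3–RetCOR corepressor complex / Amount: 1.35 nM GST-NR2E3 / Medium: Tris pH 7.5 / Compound: single nominal compound dose of 4.8 µM / Incubation: 5 h at 4 °C / Technique: TR-FRET, Eu(K)-anti-GST donor, streptavidin-D2 acceptor, ex 340, em 617/671 nm / Read-out basis: percent loss of FRET ratio relative to control wells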
# TRAIL sens C8: viability loss with TRAIL in NB7+C8 cells, primary screen, TRAIL sensitizer project, cell-based, ATPlite luminescence; inhibition (viability loss, TRAIL sensitization), % at 10 µM; hit rate 1% among 360,000; AID 624354, 2012;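 active = compounds causing at least 50% loss of cell viability in the single-dose screen, relative to plate controls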
# KKLEB tox: cytotoxicity in KKLEB CF airway cells, primary screen, cytotoxicity control for CF NF-kB inhibitor project, cell-based, uHTS, fluorescence assay plates. hit rate 0.36% among 360,000. activity change (cytotoxicity), % at 5 µM. KKLEB CF airway cells viability, ATPlite luminescence, overnight; stronger effect = lower value; cells stimulated with P. aeruginosa culture filtrate. AID 602141, 2011;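 active = corrected activity change at or below -50% at 5 µM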
# hiPSC survival: enhancers of single-cell hiPSC survival, primary screen, ATPlite luminescence; 100% = ROCK inhibitor wells, 0% = DMSO; survival enhancement, % at 20 µM; hit rate 0.044% among 360,000; in the data active = survival enhancement above about 18%;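 also: cells exposed to compounds for 16 hours before the ATP read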
# Peg3 prom inh: Peg3 promoter-driven luciferase inhibitors, primary screen, cell-based, HeLa, luciferase luminescence; HeLa PEG-Prom luciferase reporter, overnight; inhibition, % at 20 µM; hit rate 1.7% among 360,000;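 active = inhibition of at least 50% at 20 µM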
# HIF-2a block: HIF-2a reporter inhibitors, primary screen, luminescence, 786-0 RCC cells | hit rate 0.72% among 360,000 | inhibition, % at 18.8 µM | 786-0 RCC cells HIF-2a reporter, luciferase luminescence, overnight | AID 624352, 2012;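 active = inhibition of the luminescence signal of 40% or more relative to plate controls, in a single-dose primary screen at 18.75 µM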
# Shn3 inh set2: reduction of Shn3 3'UTR firefly luciferase signal, primary screen, Schnurri-3 inhibitor project, cell-based, Clone20 osteoblasts, set 2 | Clone20 osteoblast Shn3 3'UTR firefly luciferase, 24 h | inhibition, % at 12.5 µM | hit rate 0.52% among 360,000;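 active = mean inhibition of at least 75% with every replicate also reaching 75%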;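 also: 0% = median of neutral control wells and 100% = pilot-screen positive control compound; some compounds past the cut are filed as inactive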
# Numbers without * were called inactive; x = no result given; & = joins results of further samples. Some of the compounds tested (hit frequency here may not be typical).
SMILES,TRPM1 prom inh,EBV LMP1 NFkB,CF NFkB inh,NR2E3 ag-1,NR2E3 ag-2,TRAIL sens C8,KKLEB tox,hiPSC survival,Peg3 prom inh,HIF-2a block,Shn3 inh set2
CCCC(=O)N=C1SC2CS(=O)(=O)CC2N1c1ccc(C(C)=O)cc1 (centres undefined),-5,-2,-4,12,0,6,-2,4.8,4,1,-1
COc1c(C(CC(C)C)OC(C)=O)ccc2c1C(=O)OCc1cc(C)cc(O)c1O2 (centres undefined),13,14,-15,24,0,17,1,2.2,28,-21,63
NS(=O)(=O)c1ccc(-c2ccc(/C=N/Nc3ccc(C(=O)O)cc3)o2)cc1,-13,-2,4,-18,-3,6,9,0.4,8,11,15
CCOc1cc(NC(=S)Nc2ccccc2OC)c(OCC)cc1NC(=O)c1ccccc1C,20,3,-9,4,0,19,29,-1.2,20,14,17
COc1nc(-c2ccccc2)cc(-c2ccccc2)n1,17,-3,-15,-1,0,-4,3,0.0,22,6,15
O=C(CN1C(=O)NC2(CCCC2)C1=O)OCc1ccc(Cl)c(Cl)c1,1,2,-52,3,0,-27,12,0.1,-9,-2,-4
Cc1ccc(NC(=O)C(C)c2cccc(C(=O)c3ccccc3)c2)cc1 (centres undefined),3,-4,-13,31,2,1,-11,-0.1,-5,-23,0
CCCCNS(=O)(=O)CCNCCc1ccccc1,-10,1,7,-5,x,-5,-6,-0.3,7,-5,-24
COC(=O)c1cc(=O)nc2sc3cc(OC)ccc3n12,-4,-6,6,-15,5,-12,-19,0.9,-3,12,3
O=C(CCNC(=O)c1ccc(Br)cc1)NNC(=O)c1ccccc1,1,33,0,7,x,-2,5,-0.4,2,-3,-12
CC(C)C(NC(=O)c1ccccc1F)C(=O)NCc1ccc(F)cc1 (centres undefined),-2,-3,-12,1,2,6,12,-0.1,4,10,-1
CC(C)NC(=O)C1(C)CCCN1Cc1csc2ccccc12 (centres undefined),x,x,12,-31,x,7,-9,-1.3,12,2,16
Cc1c(NC(=S)NC(=O)c2ccc(Br)o2)c(=O)n(-c2ccccc2)n1C,5,6,-9,5,0,-3,4,5.6,10,12,9
CC1(C)CC(/C=C/c2ccccc2)=Nc2ccccc2N1,-90,29,3,-145,-4,-8,9,0.6,-114,-183,-180
Cc1ccc2ccc(C#N)cc2c1O,x,5,-7,-24,x,-9,0,-0.4,5,3,-3
COC(=O)C(CC(C)C)NC(=O)/C=C/c1ccccc1Cl (centres undefined),6,-4,13,0,4,-4,-4,0.3,-2,17,-2
O=C(c1ccc(N2CCN(C(=O)c3ccccc3)CC2)cc1)c1cccc(F)c1,x,3,2,22,-1,-11,10,-0.2,20,9,24
COCCCNC(=O)c1ccccc1C(F)(F)F,0,1,3,4,0,-24,-5,-0.8,8,18,-8
CC(C)(C)C(=O)/C=C/Nc1ccccc1O,14,12,-21,44,3,6,11,-1.1,-24,-12,-1
c1ccc(CCc2nn3c(Cc4ccccc4)nnc3s2)cc1,1,-9,-9,-17,2,-13,0,0.8,-24,-30,10
CSCCC(NS(=O)(=O)c1ccccc1F)C(=O)N1CC=C(c2ccccc2)CC1 (centres undefined),1,-9,-2,22,-1,15,10,0.4,27,8,-1
O=C(c1ccccc1C(F)(F)F)N1CCN(S(=O)(=O)c2ccccc2)CC1,-7,-8,0,7,-1,0,8,0.9,-3,3,-15
CCCOC(=O)CSc1nnc(-c2ccccc2Cl)o1,4,3,10,-1,0,-9,-1,4.7,5,2,-17
CN(C)CCCN1c2ccc([N+](=O)[O-])cc2CCc2cc([N+](=O)[O-])ccc21,-7,5,10,-9,1,-7,-15,-3.0,-13,-9,-18
CN(c1ccccc1)S(=O)(=O)c1ccc(Cl)c(C(=O)NCC(c2ccco2)N2CCCC2)c1 (centres undefined),3,3,-3,3,4,-10,6,-0.6,7,5,4
CCOc1[nH]n(-c2ccc(Cl)cc2)c(=O)c1C=NCC(=O)OC,1,-5,-5,-13,2,-7,1,0.2,-3,15,16
Cc1ccccc1NC(=O)Cn1c([N+](=O)[O-])cnc1C,0,-5,24,5,0,2,-5,-0.9,15,13,-4
CN1/C(=C\C(=O)Nc2ccc(Br)cc2)C(C)(C)c2ccccc21,-10,-19,-10,-3,-2,-3,21,-1.9,6,-15,6
O=C(NCCc1c[nH]c2ccccc12)C(=O)NCC1CCCO1 (centres undefined),-2,-7,2,-5,5,-7,-5,0.4,-5,0,-12
CC(C)c1ccc(OCC(O)CN2CCN(c3ccccc3)CC2)cc1 (centres undefined),10&-1,-5&0,-2&4,19&31,-1,10&3,3&6,2.7&-1.0,27&-7,8&11,32&-17
Nc1c(-c2cccc(Cl)c2)cnc2c(-c3ccccc3)cnn12,-71,-39,21,-112,-2,2,-20,-0.8,-302,-318,-100
O=c1c2ccccc2nnn1CSc1nnc(C2COc3ccccc3O2)n1-c1ccccc1 (centres undefined),-1,1,-6,3,-1,8,10,0.4,4,16,-43
O=C(NC1CCCCCC1)c1cccc(COCC(F)(F)F)c1,-21,-26,5,-17,1,-7,-4,-0.7,-50,-73,-7
CC1(C)SC(=S)N(/N=C/c2ccccc2)C1N(O)C(=O)Nc1ccc([N+](=O)[O-])cc1 (centres undefined),-4,-10,6,-21,-2,2,5,-3.4,17,9,-4
CCOc1ccc(C2N(c3ccc(OC)cc3)C(=O)C3CCCN32)cc1OC (centres undefined),2,5,-8,-7,-5,12,15,1.7,-5,14,7
Cc1ccc(NS(=O)(=O)c2cccc(C(=O)NNC(=O)c3ccco3)c2)c(C)c1,3,-2,11,17,1,12,-1,-0.4,3,6,15
O=C(NCc1ccc(F)cc1)C(=O)NCC1OCCCN1S(=O)(=O)c1cccs1 (centres undefined),0,-3,11,-11,2,-9,-1,0.2,3,15,14
CNC[C@H]1Oc2ccc(NC(=O)Cc3cn(C)c4ccccc34)cc2CC(=O)N([C@@H](C)CO)C[C@H]1C,3,1,-3,-13,x,6,-16,-4.1,-2,8,-3
Cc1onc(-c2c(F)cccc2Cl)c1C(=O)Nc1cccc(S(=O)(=O)NCc2ccco2)c1,-6,2,15,-18,2,-5,-5,-2.6,34,11,-4
COc1cc(Cl)c(C)cc1NC(=O)CSc1ccc(C)cc1,8,-9,1,11,-1,-17,7,1.5,-9,5,-26

# Exported as tab-separated lines: part of the list above.
compound	TRPM1 prom inh	EBV LMP1 NFkB	CF NFkB inh	NR2E3 ag-1	NR2E3 ag-2	TRAIL sens C8	KKLEB tox	hiPSC survival	Peg3 prom inh	HIF-2a block	Shn3 inh set2
Nc1c(-c2cccc(Cl)c2)cnc2c(-c3ccccc3)cnn12	-71	-39	21	-112	-2	2	-20	-0.8	-302	-318	-100
O=c1c2ccccc2nnn1CSc1nnc(C2COc3ccccc3O2)n1-c1ccccc1 (centres undefined)	-1	1	-6	3	-1	8	10	0.4	4	16	-43
O=C(NC1CCCCCC1)c1cccc(COCC(F)(F)F)c1	-21	-26	5	-17	1	-7	-4	-0.7	-50	-73	-7

# Carrying on:
SMILES,TRPM1 prom inh,EBV LMP1 NFkB,CF NFkB inh,NR2E3 ag-1,NR2E3 ag-2,TRAIL sens C8,KKLEB tox,hiPSC survival,Peg3 prom inh,HIF-2a block,Shn3 inh set2
O=C(Nc1ccccc1N1CCOCC1)c1ccc(Cl)c(S(=O)(=O)N2CCCC2)c1,-2,6,14,-35,0,-7,-11,-0.7,8,-14,7
CC(NC(=O)COC(=O)c1cc(S(=O)(=O)N2CCOCC2)ccc1F)c1ccccc1 (centres undefined),0,9,5,1,x,4,-20,-2.3,-19,-2,8
O=C(/C=C/c1ccccc1)c1ccc2c3c(cccc13)CC2,-36,11,-14,-15,0,-12,-18,-3.7,60*,-320,-25
CCOC(=O)C(=O)NNc1ccc(C)cc1,10,-18,-18,60,4,-3,2,1.9,3,13,5
O=C(NNC(=O)c1ccc(S(=O)(=O)N2CCCCC2)cc1)c1ccc(F)cc1,5,3,1,1,-3,-9,6,-0.2,-9,14,7
CC(=O)NCCc1c[nH]c2ccc(OCC(O)CNC(C)(C)C)cc12 (centres undefined),4,-1,-11,-3,4,1,6,0.1,-2,10,6
CCc1nnc(NC(=O)CSc2nc(SC)ns2)s1,1,-9,-6,-7,2,-28,7,1.0,4,14,-32
COc1ccc(-c2csc(NCCn3c(C)nc4cc(C(F)(F)F)ccc43)n2)cc1,-7,-6,-42,4,x,-2,-17,0.2,12,-8,-36
Cc1ccccc1C(=O)N1CCC(C(=O)Nc2ccc(S(=O)(=O)N3C(C)CCCC3C)cc2)CC1 (centres undefined),7,14,2,-20,x,-2,-11,-0.4,78*,6,19
O=C1OC(/C=C/c2ccc(Cl)cc2Cl)=NC/1=C\c1cccs1,-1,-14,7,-19,-1,-3,2,5.8,15,10,1
CS(=O)(=O)Nc1ccc(C2=NN(S(C)(=O)=O)C(c3ccc4c(c3)OCO4)C2)cc1 (centres undefined),-43,-28,-24,-126,0,-1,18,-1.9,-212,-189,-56
CC(C)CCNC(=O)CN(C(=O)CCC(=O)Nc1nccs1)C1CCCCC1,-1,0,17,-31,-1,-14,-6,1.7,5,14,10
COc1ccc(NC(=O)c2oc3ccccc3c2NC(=O)c2ccco2)c(OC)c1,-13,16,11,-6,2,17,-20,0.5,-28,-32,4
O=C(Oc1cccnc1)c1ccc(Cl)c(Cl)c1,10,11,3,-7,0,0,-8,2.0,-2,13,-7
CCN(CC)C(=O)[C@H]1C[C@H](CC(=O)NCc2ccc(OC)c(OC)c2)C(=O)N2CCc3c([nH]c4cc(-c5ccco5)ccc34)[C@]12C,15,13,10,-9,x,14,-12,-0.6,22,8,71
C(/C=C/c1ccccn1)=C\c1ccccc1,-62,0,-21,-75,3,51*,-2,-0.5,-272,-263,-149
CCN(CC(=O)Nc1ccc(NC(C)=O)cc1)C(=O)CCCN1C(=O)c2ccccc2C1=O,2,-12,-12,17,0,2,8,1.0,6,5,12
CC1CCCCN1S(=O)(=O)CCNC(=O)c1ccccc1 (centres undefined),-4,-8,-2,8,-2,-2,-8,-0.4,0,3,-3
Cc1ccc(-c2csc(N)n2)s1,-45,-18,19,-32,5,-8,-12,-4.0,-58,-19,-18
O=C(COC(=O)c1cc(=O)c2ccccc2o1)NC1CCCCC1,-2,-2,-6,4,3,-1,17,-1.9,0,17,8

# Compound activity deposited in PubChem BioAssay by several laboratories.
